NCI-60 one-dose screen, 48 h, at 10 µM unless noted. Numbers give growth in % (100 = growth as untreated, 0 = no growth, -100 = all killed).
COLO 205 – COLO 205 colon cancer | AID 1794742 | 79,000 tested, 7.3% active
NCI-H322M – NCI-H322M lung cancer; 80,000 tested, 2.7% active
NCI-H522 – NCI-H522 lung cancer; 78,000 tested, 8% active
NCI-H23 – NCI-H23 lung cancer; 80,000 tested, 4% active
NCI-H226 – NCI-H226 lung cancer | 79,000 tested, 3.5% active | AID 1794732
NCI-H460 – NCI-H460 lung cancer. 82,000 tested, 6.8% active. AID 1794736
HCT-15 – HCT-15 colon cancer. AID 1794746. 82,000 tested, 5.2% active
HCT-116 – HCT-116 colon cancer; 82,000 tested, 7.3% active; AID 1794798
NCI/ADR-RES – NCI/ADR-RES ovarian cells; 81,000 tested, 4.4% active
The depositor's hits bear a star; & = joins results of further samples. How the source made its calls: active means growth percent below 10; inactive means the rest.

For O=S(OCCN1CCOCC1)C(c1ccccc1)c1ccccc1 (stereo not given) the results were COLO 205 113, NCI-H322M 109, NCI-H23 104, NCI-H226 113, NCI-H460 113, HCT-15 103, HCT-116 106 and NCI/ADR-RES 111.
Screening CN=C1SC(=Nc2ccc(N(C)C)cc2)N1C returned COLO 205 108, NCI-H322M 84, NCI-H522 85, NCI-H23 94, NCI-H226 95, NCI-H460 101, HCT-15 98, HCT-116 96 and NCI/ADR-RES 94.
`NNC(=O)c1ccc(C(=O)NN)cc1` gave COLO 205 138, NCI-H322M 102, NCI-H522 101, NCI-H23 101, NCI-H226 98, NCI-H460 104, HCT-15 112, HCT-116 108 and NCI/ADR-RES 104.
Screening CC1CN(S(=O)(=O)c2cc(Cl)c(Oc3ccc([N+](=O)[O-])cc3Cl)c(Cl)c2)CC(C)O1 (stereo not given) returned COLO 205 94, NCI-H322M 91, NCI-H522 65, NCI-H23 93, NCI-H226 78, NCI-H460 91, HCT-15 90, HCT-116 82 and NCI/ADR-RES 86.
`COC(=O)c1n[nH]c2ccc3nc(-c4cn[nH]c4C(F)(F)F)c4c(c3c12)CCCC4` gave COLO 205 3.9*, NCI-H322M 45, NCI-H522 24, NCI-H23 56, NCI-H226 52, NCI-H460 29, HCT-15 39, HCT-116 23 and NCI/ADR-RES 84.
`Cn1c(=O)[nH]c(=O)c2nc(/C=C/c3ccccc3)c(=O)[nH]c21` gave COLO 205 111, NCI-H322M 97, NCI-H522 93, NCI-H23 95, NCI-H226 86, NCI-H460 102, HCT-15 100, HCT-116 109 and NCI/ADR-RES 102.
O=C1NC(=O)c2c1c1c3ccccc3[nH]c1c1oc3ccc(F)cc3c21 was read as COLO 205 79, NCI-H322M 51, NCI-H522 50, NCI-H23 62, NCI-H226 54, NCI-H460 53, HCT-15 55, HCT-116 69 and NCI/ADR-RES 79.
`O=C(O)c1ccc(-n2cc(CNc3cccc(OC(F)(F)F)c3)c(-c3ccc(C(F)(F)F)cc3)n2)cc1` gave COLO 205 77, NCI-H322M 78, NCI-H522 78, NCI-H23 74, NCI-H226 81, NCI-H460 62, HCT-15 34, HCT-116 38 and NCI/ADR-RES 62.
O=C(Oc1ccc2ccc(=O)oc2c1)c1ccc(Cl)cc1 was read as COLO 205 114, NCI-H322M 99, NCI-H522 105, NCI-H226 104, NCI-H460 103, HCT-15 98, HCT-116 99 and NCI/ADR-RES 101.
For ClC/C=C/CSc1ncnc2nc[nH]c12 the results were COLO 205 116&109, NCI-H322M 110&110, NCI-H522 77&102, NCI-H23 102&101, NCI-H226 123&99, NCI-H460 106&105, HCT-15 100&104, HCT-116 105&105 and NCI/ADR-RES 108&106.
For C1CCC2=NCCCN2CC1 the results were COLO 205 102, NCI-H322M 115, NCI-H522 86, NCI-H23 99, NCI-H226 96, NCI-H460 107, HCT-15 117, HCT-116 101 and NCI/ADR-RES 106.
Screening COc1cc(C(=O)NNS(=O)(=O)c2ccc(C)cc2)cc(OC)c1OC returned COLO 205 103, NCI-H322M 106, NCI-H522 68, NCI-H23 103, NCI-H226 90, NCI-H460 106, HCT-15 103 and NCI/ADR-RES 37.
For O=[N+]([O-])c1ccc(Oc2cc(Cl)c(Cl)cc2Cl)c(C(F)(F)F)c1 the results were COLO 205 122, NCI-H322M 98, NCI-H522 87, NCI-H23 111, NCI-H226 95, NCI-H460 98, HCT-15 92, HCT-116 102 and NCI/ADR-RES 109.
For COc1ccc(/C=C2\N=C3N(N/C(=N\c4ncc(C)[nH]4)N3c3ccccc3)C2=O)cc1 the results were COLO 205 110, NCI-H322M 93, NCI-H522 92, NCI-H23 97, NCI-H226 78, NCI-H460 102, HCT-15 107, HCT-116 103 and NCI/ADR-RES 103.
CCOc1ccc(-n2nc(C(=O)NCc3ccccc3OC)nc2-c2cc(OC)c(OC)c(OC)c2)cc1 was read as COLO 205 30, NCI-H322M 52, NCI-H522 36, NCI-H23 61, NCI-H226 62, NCI-H460 30, HCT-15 29, HCT-116 25 and NCI/ADR-RES 28.
Screening O=C(CC1CCCCN1)C(F)(F)F (stereo not given) returned COLO 205 134, NCI-H322M 106, NCI-H522 100, NCI-H23 107, NCI-H226 101, NCI-H460 106, HCT-15 102, HCT-116 106 and NCI/ADR-RES 106.
For CCOC(=O)C1C(=O)OC2CCCCC21 (stereo not given) the results were COLO 205 120, NCI-H322M 113, NCI-H522 108, NCI-H23 101, NCI-H226 113, NCI-H460 110, HCT-15 101, HCT-116 101 and NCI/ADR-RES 116.
Screening COc1ccc(Cn2nc(-c3cc(OC)c(OC)c(OC)c3)c3c2CCc2cnoc2-3)cc1 returned COLO 205 111, NCI-H322M 101, NCI-H522 61, NCI-H23 88, NCI-H226 96, NCI-H460 101, HCT-15 84, HCT-116 92 and NCI/ADR-RES 70.
Screening CCN(CC)CCCNC(=O)c1c2c(n3ccccc13)C(=O)c1ncccc1C2=O returned COLO 205 -96*, NCI-H322M -49*, NCI-H522 -79*, NCI-H23 -39*, NCI-H226 -35*, NCI-H460 -44*, HCT-15 -74*, HCT-116 -70* and NCI/ADR-RES 3.0*.
COc1cc(CNC(=O)/C=C/c2ccc3c(c2)OCO3)ccc1OCc1cn(-c2cccc(Cl)c2)nn1 was read as COLO 205 116, NCI-H322M 88, NCI-H522 94, NCI-H23 91, NCI-H226 87, NCI-H460 100, HCT-15 93, HCT-116 89 and NCI/ADR-RES 95.
Cc1ccc2c(C(C[N+](=O)[O-])c3ccccc3Cl)c(-c3ccccc3)[nH]c2c1 (stereo not given) was read as COLO 205 96, NCI-H322M 86, NCI-H522 36, NCI-H23 68, NCI-H226 58, NCI-H460 93, HCT-15 66, HCT-116 62 and NCI/ADR-RES 73.
Screening N#Cc1nc(CC(=O)c2ccccc2)c(CC(=O)c2ccccc2)nc1C#N returned COLO 205 123, NCI-H322M 101, NCI-H522 114, NCI-H23 90, NCI-H226 98, NCI-H460 104, HCT-15 109, HCT-116 98 and NCI/ADR-RES 106.
`Cc1[nH]nc(C(N)=O)c1N=NN(C)C` gave COLO 205 101, NCI-H322M 102, NCI-H23 110, NCI-H226 97, NCI-H460 98, HCT-15 85, HCT-116 109 and NCI/ADR-RES 104.
For CCOC(=O)C(=O)C(C(=O)OCC)c1ccccc1 (stereo not given) the results were COLO 205 118, NCI-H322M 110, NCI-H522 101, NCI-H23 107, NCI-H226 107, NCI-H460 110, HCT-15 108, HCT-116 96 and NCI/ADR-RES 109.
Screening Cc1ccc(-c2nc(N3CCN(CC(=O)Nc4ccc(Cl)cc4)CC3)c3ccccc3n2)cc1 returned COLO 205 102, NCI-H322M 91, NCI-H522 84, NCI-H23 94, NCI-H226 93, NCI-H460 98, HCT-15 80, HCT-116 90 and NCI/ADR-RES 84.
C[C@@H](c1ccc2c(c1)[nH]c1ccc(Cl)cc12)c1nc2ccc(Cl)cc2[nH]1 was read as COLO 205 116, NCI-H322M 86, NCI-H522 44, NCI-H23 86, NCI-H226 101, NCI-H460 82, HCT-15 90, HCT-116 80 and NCI/ADR-RES 88.
For COc1ccc(/C(Cl)=C(\CNc2ccccn2)c2ccccc2)cc1OC the results were COLO 205 104, NCI-H322M 104, NCI-H522 85, NCI-H23 109, NCI-H226 96, NCI-H460 90, HCT-15 114, HCT-116 103 and NCI/ADR-RES 107.
COc1cccc(C2N=NC3=C(CCCC3)N2O)c1O (stereo not given) was read as COLO 205 105, NCI-H322M 97, NCI-H522 91, NCI-H23 102, NCI-H226 95, NCI-H460 104, HCT-15 93, HCT-116 100 and NCI/ADR-RES 107.
FC(F)(F)COc1ccc(-c2nnc(Nc3ccccc3)s2)cc1 was read as COLO 205 101, NCI-H322M 105, NCI-H522 63, NCI-H23 92, NCI-H226 80, NCI-H460 98, HCT-15 49, HCT-116 91 and NCI/ADR-RES 89.
`C/C(=N\Nc1cc(C)nc2ccc(Br)cc12)c1ccc([N+](=O)[O-])cc1` gave COLO 205 32, NCI-H322M 83, NCI-H522 77, NCI-H23 88, NCI-H226 90, NCI-H460 70, HCT-15 22, HCT-116 13 and NCI/ADR-RES 81.

Molecules from the list above that contain fluorine, in the order listed:
`COC(=O)c1n[nH]c2ccc3nc(-c4cn[nH]c4C(F)(F)F)c4c(c3c12)CCCC4` gave COLO 205 3.9*, NCI-H322M 45, NCI-H522 24, NCI-H23 56, NCI-H226 52, NCI-H460 29, HCT-15 39, HCT-116 23 and NCI/ADR-RES 84.
O=C1NC(=O)c2c1c1c3ccccc3[nH]c1c1oc3ccc(F)cc3c21 was read as COLO 205 79, NCI-H322M 51, NCI-H522 50, NCI-H23 62, NCI-H226 54, NCI-H460 53, HCT-15 55, HCT-116 69 and NCI/ADR-RES 79.
`O=C(O)c1ccc(-n2cc(CNc3cccc(OC(F)(F)F)c3)c(-c3ccc(C(F)(F)F)cc3)n2)cc1` gave COLO 205 77, NCI-H322M 78, NCI-H522 78, NCI-H23 74, NCI-H226 81, NCI-H460 62, HCT-15 34, HCT-116 38 and NCI/ADR-RES 62.
For O=[N+]([O-])c1ccc(Oc2cc(Cl)c(Cl)cc2Cl)c(C(F)(F)F)c1 the results were COLO 205 122, NCI-H322M 98, NCI-H522 87, NCI-H23 111, NCI-H226 95, NCI-H460 98, HCT-15 92, HCT-116 102 and NCI/ADR-RES 109.
Screening O=C(CC1CCCCN1)C(F)(F)F (stereo not given) returned COLO 205 134, NCI-H322M 106, NCI-H522 100, NCI-H23 107, NCI-H226 101, NCI-H460 106, HCT-15 102, HCT-116 106 and NCI/ADR-RES 106.
FC(F)(F)COc1ccc(-c2nnc(Nc3ccccc3)s2)cc1 was read as COLO 205 101, NCI-H322M 105, NCI-H522 63, NCI-H23 92, NCI-H226 80, NCI-H460 98, HCT-15 49, HCT-116 91 and NCI/ADR-RES 89.

Additional structures.
For N#Cc1cccc(C(Br)S(=O)(=O)c2ccccc2)c1 (stereo not given) the results were COLO 205 112, NCI-H322M 112, NCI-H522 93, NCI-H23 91, NCI-H226 100, NCI-H460 103, HCT-15 108, HCT-116 113 and NCI/ADR-RES 98.
`COc1ccc(Cc2cnc(NC(=O)c3cc(C)oc3C)s2)cc1` gave COLO 205 43, NCI-H322M 52, NCI-H522 14, NCI-H23 60, NCI-H226 71, NCI-H460 17, HCT-15 27, HCT-116 25 and NCI/ADR-RES 21.
c1ccc(CN2COc3c(ccc4c3OCN(Cc3ccccc3)C4)C2)cc1 was read as COLO 205 13, NCI-H322M 33, NCI-H522 31, NCI-H23 30, NCI-H226 -9.9*, NCI-H460 9.5*, HCT-15 28, HCT-116 22 and NCI/ADR-RES 17.
Screening O=C(Nc1ccc(CN2CCOCC2)cc1)c1ccc(-c2cc(Cl)ccc2Cl)o1 returned COLO 205 -82*, NCI-H322M 51, NCI-H522 67, NCI-H23 83, NCI-H226 73, NCI-H460 5.6*, HCT-15 17, HCT-116 22 and NCI/ADR-RES 47.
`CCN(CC)CC(O)CNc1c2ccc(Cl)cc2nc2ccc(OC)cc12` (stereo not given) gave NCI-H322M -27*, NCI-H522 -66*, NCI-H23 -39*, NCI-H226 47, NCI-H460 0.7*, HCT-15 -6.6*, HCT-116 -32* and NCI/ADR-RES -24*.
O=C(NCN1C(=O)c2cccc3cccc(c23)C1=O)N1CCN(CCO)CC1 was read as COLO 205 103, NCI-H322M 95, NCI-H522 68, NCI-H23 101, NCI-H226 84, NCI-H460 103, HCT-15 113, HCT-116 103 and NCI/ADR-RES 104.
Screening Cc1ccc(NCCN2CCCCC2)c2c(=O)c3ccccc3sc12 returned COLO 205 -42*, NCI-H322M 46, NCI-H522 3.0*, NCI-H23 43, NCI-H226 57, NCI-H460 2.3*, HCT-15 14, HCT-116 18 and NCI/ADR-RES 42.
CCCCCCCCNC(C)(C)COC(=O)c1ccc(N)cc1 was read as COLO 205 118, NCI-H522 72, NCI-H23 93, NCI-H226 97, NCI-H460 106, HCT-15 99, HCT-116 92 and NCI/ADR-RES 89.
CCNCCNc1cc(C(F)(F)F)c(C#N)c2nc3ccccc3n12 was read as NCI-H322M 90, NCI-H522 90, NCI-H23 91, NCI-H226 91, NCI-H460 103, HCT-15 111, HCT-116 94 and NCI/ADR-RES 91.
COC(=O)CCC/C=C\C[C@H]1C=CC(=O)/C1=C/C[C@@H](O)C/C=C\CC(F)(F)F was read as COLO 205 -36*, NCI-H322M 47, NCI-H522 -57*, NCI-H23 -15*, NCI-H226 -48*, NCI-H460 -47*, HCT-15 -19*, HCT-116 -61* and NCI/ADR-RES 14.
C[C@H]1CCC/C=C/[C@@H]2CCC[C@H]2[C@H](O)/C=C/C(=O)N1 was read as COLO 205 118, NCI-H322M 120, NCI-H522 102, NCI-H23 91, NCI-H460 111, HCT-15 117, HCT-116 98 and NCI/ADR-RES 99.
For CC(C)C[C@H](NC(=O)OCc1ccccc1)C(=O)C1CO1 (stereo not given in full) the results were COLO 205 106, NCI-H322M 102, NCI-H522 93, NCI-H23 97, NCI-H226 95, NCI-H460 103, HCT-15 101, HCT-116 101 and NCI/ADR-RES 101.
`Nc1ccc(-c2csc(-n3[nH]c(=O)ccc3=O)n2)cc1` gave COLO 205 109, NCI-H322M 103, NCI-H522 93, NCI-H23 98, NCI-H226 92, NCI-H460 102, HCT-15 89, HCT-116 94 and NCI/ADR-RES 94.
For CCCCCCCCCCCCCCCCCCOc1ccccc1CC(=O)NCCN(C)C the results were COLO 205 66, NCI-H322M 73, NCI-H522 69, NCI-H23 80, NCI-H226 81, NCI-H460 90, HCT-15 80, HCT-116 77 and NCI/ADR-RES 76.
For COc1ncnc2c(CN3CCN(c4ccccc4)CC3)c[nH]c12 the results were COLO 205 104, NCI-H322M 101, NCI-H522 104, NCI-H23 104, NCI-H226 97, NCI-H460 104, HCT-15 101 and HCT-116 105.

Screening results deposited in PubChem by NCI.
